High-throughput results (PubChem)
INS promoter inh – TRM-6 insulin promoter activity inhibition; inhibition, % at 2 µM; TRM-6 cells (human fetal islet line), insulin promoter-eGFP reporter, imaging; reporter expression induced with tamoxifen; 130,000 compounds, 0.9% hits;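 active = inhibition above the mean plus 3 SD, with well images judged a real hit on visual review, cut at about 60% in these data, passing the limit was not always enough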
SDO1 yeast rescue – restores growth of sdo1-depleted yeast. S. cerevisiae sdo1-depleted JHY4D growth rescue, OD600 30 h; stronger effect = higher value; pdr5 snq2 efflux-pump mutant strain. AID 817. z-score at 10 µM. 140,000 compounds, 0.21% hits;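 active = z-score above 3 at both the 24 hr and the 30 hr optical density reads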;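 note: z-score against mean and SD of all compound wells on the same plate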
SDO1 yeast rescue Rescue 24 h – further read-out of SDO1 yeast rescue, marked with its call; z-score; S. cerevisiae sdo1-depleted JHY4D growth rescue, OD600; measured here: growth rescue at 24 h;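 0 is the plate mean of compound wells and units are plate SD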
Starred values were filed as active, the others as inactive; · = no result given; & = joins results of further samples. An excerpt; count on the stated rates, not on these rows.

SMILES	INS promoter inh	SDO1 yeast rescue	SDO1 yeast rescue Rescue 24 h
COCCn1c(N)c(N(Cc2ccccc2)C(=O)Cc2ccccc2F)c(=O)[nH]c1=O	21.4	·	·
Cc1ccc(NC(=S)NN2CCN(C)CC2)c(C)c1	-71.9	1.91	2.3
Cc1cc(C)cc(OCC(=O)Nc2cccc(C(=O)O)c2)c1	14.3	0.77	0.4
O=C(Nc1ccccc1)Nc1nnc(Cc2ccc([N+](=O)[O-])cc2)s1	7.7	-1.27	-1.09
COc1cc(NC(=O)Cn2c(-c3cncs3)nc3ccccc32)cc(OC)c1OC	30.4	-0.43	-0.24
CCOC(=O)C1CCCN(C(=S)Nc2ccc(F)cc2)C1 (stereo not given)	17.6	·	·
CC(C)Oc1ccc(NC(=O)Oc2ccccc2)cc1	·	0.58	0.24
COc1ccc(CNC(=O)C23CN(Cc4ccccc4)CC2C(c2ccc([N+](=O)[O-])cc2)=NO3)cc1 (stereo not given)	-6.7	-0.61	-0.68
Cc1ccc(S(=O)(=O)N/N=C/c2ccc(OS(=O)(=O)c3ccc(C)c([N+](=O)[O-])c3)cc2)cc1	-30.0	0.3	0.36
COc1ccc(OCc2nnc(SCC(=O)NCc3ccco3)o2)cc1	·	0.76	-0.17
CC(C)CNc1nc(Oc2ccc(=O)n(-c3ccccc3)n2)nc(N2CCOCC2)n1	·	0.15&0.47	-0.22&0.66
Cn1cc(-c2nnnn2-c2ccc(Cl)cc2)c(=O)c2ccccc21	-4.2	1.35	0.53
Cc1ccc(-c2nc(CS(=O)CC(=O)NCCC(C)C)c(C)o2)cc1 (stereo not given)	·	1.82	2.49
CC(C)(C)OC(=O)N[C@@H](Cc1ccccc1)c1nnc(S(=O)(=O)Cc2cccc(F)c2)o1	-200.0	-1.11	-0.27
Cc1cccc(C2C3=C(Nc4[nH]n(-c5ccccc5)c(=O)c42)c2ccccc2C3=O)c1 (stereo not given)	-24.0	0.93	-0.3
Cc1occc1C(=O)N/N=C/C1=C(N2CCOCC2)C(=C\c2ccc(Cl)cc2)/CC1	·	-0.28	0.19
Cn1c(O)c(N=NC(=O)c2cccc(S(=O)(=O)N3CCCCC3)c2)c2ccccc21	3.2	-0.64	-0.84
O=C(Cc1cccc(C(F)(F)F)c1)NCc1cccc(Cl)c1	·	-0.99	-1.81
NC(N)=NC(=O)c1nc(Cl)c(N)nc1N	-9.1	0.51	0.27
COc1ccc(NC(=S)Nc2ccc(Oc3ccccc3)cc2)cc1	40.0	-1.08	-0.84
CCN(CC)CCCNC(=S)N(Cc1cccnc1)Cc1cc2cc(C)cc(C)c2[nH]c1=O	55.6	·	·
CCC(=O)c1c[nH]c(C(=O)NCC2CCCO2)c1 (stereo not given)	-25.9	2.31	3.03
COc1cc(/C=C(\C#N)c2[nH]nc(N)c2C#N)cc(OC)c1O	-34.8	0.85	0.91
O=C(c1cccs1)n1cc(C(=S)N2CCOCC2)c2ccccc21	-21.4	-0.06	0.35
CC1(C)C(C=C(Cl)Cl)C1C(=O)N(Cc1ccc(Cl)cc1)C1CCS(=O)(=O)C1 (stereo not given)	-22.6	-0.41	-0.54
O=C(Nc1cccc(S(=O)(=O)N2CCOCC2)c1)c1ccco1	-32.4	1.07	1.32
N#Cc1c(-c2ccccc2)nc(N2CCOCC2)[nH]c1=O	-305.9	1.63	1.99
CCOc1ccc2c(c1)-c1c(ssc1=S)C(C)(C)N2C(=O)CSC1=NCCS1	-11.5	-0.34	1.7
CCCc1nc(NC(C)=O)c(C#N)c(-c2ccco2)c1CC	·	0.47	0.64
COc1ccc(/C(N)=N/OC(=O)Cc2ccccc2OC)cc1	26.7	-1.31	-1.52
N#CCN1CCN(CCC(=O)Nc2ccc(OCc3ccccc3)cc2)CC1	37.9	0.3	-0.26
Cc1ccc(C)c(-c2cc(C(=O)Nc3nccs3)c3ccccc3n2)c1	8.6	-1.08	-0.2
CCCC(=O)Nc1ccc(C(=O)NCC2CCCO2)cc1 (stereo not given)	-13.3	1.43	1.36
Cc1ccc2nc(SCc3nc4c(cnn4-c4ccccc4)c(=O)[nH]3)[nH]c2c1	·	-1.49	-0.59
Cc1cc(C)n(CCCO)c(=O)c1C#N	3.3	0.38	-0.19
Cc1ccc(Cn2nnc3c(=O)n(CC(=O)N4CCN(c5ccccc5)CC4)cnc32)cc1	-85.7	-0.03	-0.43
CC(=O)c1c(C)[nH]c(C(=O)OCC(=O)Nc2ncc(Cl)c(C)c2Cl)c1C	-3.0	-0.3	0.21
Oc1ccc(-c2onc3ccc(Cl)cc23)cc1	4.1	-1.86	-1.11
Cc1ccc(CSCC(=O)NCc2cccnc2)cc1	19.4	2.1	1.02
NC(=O)CSc1nnc(-c2ccncc2)n1CCc1ccccc1	·	0.66	1.53
COc1cccc2cc(-c3ccccc3)c(=O)oc12	11.8	·	·
COc1cccc2cc(S(=O)(=O)c3ccccc3)c(=Nc3ccc4c(c3)OCCO4)oc12	0.0	0.06	0.25
COc1ccc(NC(=O)C2CCCN(S(=O)(=O)c3cccc4nonc34)C2)cc1OC (stereo not given)	11.1	·	·
CC(C)Oc1ccc(C(CC(=O)O)NC(=O)C(Sc2ccccc2)c2ccccc2)cc1 (stereo not given)	63.6	·	·
CCOC(=O)C(NC(=O)c1ccc(F)cc1)(Nc1nnc(C)s1)C(F)(F)F (stereo not given)	-51.9	-0.11	-0.6
Cc1ccc(C(C)C)c(OCC(=O)Nc2ccc(N3CCN(S(C)(=O)=O)CC3)cc2)c1	16.7	-1.02	-0.3
CC(C)CC(=O)Nc1ccc2c3c(cccc13)CC2	-19.4	1.5	2.12
COc1cccc(C(=O)Nc2cccc(C(=O)NCC(C)C)c2)c1	-1.3	0.2	-0.25
COC(C(=O)Nc1ccc(F)cc1)c1ccccc1 (stereo not given)	31.2	1.1	1.36
N#C/C(=C\c1cccc(NC(=O)c2ccccc2Cl)c1)C(=O)NCCc1ccccc1	·	-1.97	-1.77
O=C(O)C1CCCN(S(=O)(=O)c2ccc3c(c2)OCCO3)C1 (stereo not given)	0.0	·	·
CCCCN(CC)C(=O)Cc1cn(C)c2ccccc12	-61.3	-0.42	-0.42
Cn1nc(-c2ccccc2)c(CSc2ccccc2)c1Cl	-47.8	-0.54	0.8
COc1ccc(OCCN2CCN(C3CC(=O)N(CCC(C)C)C3=O)CC2)cc1 (stereo not given)	·	0.16	0.98
Cc1c(C#N)c2ncnc(-c3ccccc3)c2n1-c1ccccc1	-100.0	-1.36	-0.76
CCn1c(SCC(=O)Nc2ccc(C)cc2)nnc1-c1ccc(O)cc1	-62.5	1.44	1.84
Cc1cccc(C)c1NC(=O)c1cc(S(=O)(=O)N2CCOCC2)ccc1F	20.0	0.02	-0.96
COC(=O)c1ccc(NC(=O)CCn2c(=O)oc3ccccc32)cc1	29.4	2.16	2.3
COc1cccc(NC(=O)N2CCCC(C(=O)Nc3ccccc3OC)C2)c1 (stereo not given)	·	-0.18	-0.91
O=C(OCC1COc2ccccc2O1)c1ccccc1F (stereo not given)	·	-0.86	-0.54

(listing goes on)
SMILES	INS promoter inh	SDO1 yeast rescue	SDO1 yeast rescue Rescue 24 h
Cc1ccccc1OCCNC(=O)c1ccccc1Sc1ccccc1C#N	-17.1	-0.71	-0.78
Cc1ccc(S(=O)(=O)CCc2nnc(N)s2)cc1	19.4	0.38	-0.29
Cc1ccccc1OCC(=O)NCCN1CCCC1	·	0.2	0.09
O=C(O)CSc1nc(-c2cccs2)cc(C(F)(F)F)n1	-16.7	·	·
CCN(/C=N/c1sc2c(c1C#N)CC(C)(C)NC2(C)C)CC	·	-0.33	-0.89
CCN(CCNS(=O)(=O)c1ccc2[nH]c(=O)sc2c1)c1ccccc1	·	1.01	1.08
Cc1cccc(OCC(O)Cn2c(-n3nc(C)cc3C)nc3c2c(=O)[nH]c(=O)n3C)c1 (stereo not given)	·	-0.28	-0.56
CCC(/C=C1\Sc2ccc(OC)cc2N1CCO)=C\c1sc2ccc(OC)cc2[n+]1CCO	-41.7	0.21	5.18
COc1cc(OC)cc(C(=O)NC2CCN(CC(=O)Nc3cccc4ccccc34)CC2)c1	16.7	-0.1	-1.02
CC1CC(C)CN(S(=O)(=O)c2ccc(C(=O)N(c3ccccn3)C3CCCCC3)cc2)C1 (stereo not given)	-9.1	·	·
CC1=NCC(C)c2c1[nH]c1ccccc21 (stereo not given)	·	0.78	0.1
O=C1c2cccc3cccc(c23)N1Cc1ccc(F)cc1	-25.0	-1.07	-0.78
Cc1ccc(NC(=O)CSc2nc3ccccc3c3nc(CCc4c(C)n[nH]c4C)nn23)cc1F	-33.3	0.34	2.09
O=C(c1cc2c(=O)n3ccccc3nc2s1)N1CCOCC1	15.4	0.89	0.97
Oc1c(N=Nc2ccccn2)ccc2ccccc12	25.8	-0.03	2.76
Cn1c[n+](C)cc1/C=N/O	·	0.64	0.33
O=C(Nc1cccnc1)c1c(O)c2cccc3c2n(c1=O)CC3	18.8	-1.68	-1.93
Cc1cc(C(=O)Nn2c(-c3ccncc3)nc3ccccc3c2=O)ccc1[N+](=O)[O-]	0.0	·	·
O=C(Nc1cccc2nsnc12)c1ccc2c(c1)OCO2	17.1	1.18&0.25	2.07&0.11
Cc1c(NC(=O)C2CCCCN2S(=O)(=O)c2ccc(Cl)cc2)c(=O)n(-c2ccccc2)n1C (stereo not given)	·	-0.39	-1.22
Cc1cccc(C)c1N1C(=O)c2cccc([N+](=O)[O-])c2C1=O	·	-0.21	-1.07
CCC(C)(C)NC(=O)C(c1ccc(F)cc1)N(Cc1ccco1)C(=O)CCC(=O)Nc1ccccn1 (stereo not given)	·	-1.19	-1.39
Cc1cccc(NC(=S)N2CCC(O)CC2)c1C	17.6	·	·
CCC(C)NC(=O)c1cc(Cl)ccc1OC (stereo not given)	21.4	0.12	-0.42
CCn1c(=O)cc(SCC(=O)N2CCC(C)CC2)c2ccccc21	·	-1.48	-1.44
Cc1ccccc1C(=O)NCCc1nnc(SCC(=O)Nc2nc(-c3ccccc3)cs2)n1C	-20.0	0.25	0.63
OC(COC(c1ccc(Cl)cc1)c1ccc(Cl)cc1)CN1CCN(c2ccccn2)CC1 (stereo not given)	0.0	-1.9	-1
Oc1ccc(Nc2nc(-c3cccs3)cs2)cc1	-20.0	-0.22	0.11
CCOC(=O)C1=NN(c2ccccc2C)C2=NC(C)=C(C(=O)OC)C(c3cccs3)N12 (stereo not given)	-10.0	-0.91	-0.87
Cc1ccc2nc(-c3cccc(S(=O)(=O)N(C)C)c3)cn2c1	·	-1.04	-0.61
CC1=NN(c2ccccc2)C(=O)C1=C(C)C	11.1	·	·
COC(=O)C1=C(C)N(C)C(C)=C(C(=O)OC)C1c1ccncc1	42.9	0.07	0.13
O=c1cc(O)nc(SCc2ccccc2Cl)[nH]1	·	0.85	0.22
CCN(CC)CCC(=O)Nc1ccc2c(c1)N(C(=O)CN(CC)CC)c1ccccc1CC2	16.3	1.22	0.87
COc1ccc(NC(=S)NC(NC(=O)C(C)C)C(Cl)(Cl)Cl)c([N+](=O)[O-])c1 (stereo not given)	·	-0.85	-0.06
Cc1ccc(NC(=S)NNC(=O)c2ccccc2OC(F)F)cc1	-2.2	-0.04	-0.82
Fc1ccccc1N1CCN(Cc2nc(-c3ccccc3)no2)CC1	20.9	-1.03	-1.27
O=C(O)CCCn1c(=S)[nH]c2c(sc3ccc([N+](=O)[O-])cc32)c1=O	-66.7	·	·
S=C(N=Nc1ccccc1)NNc1ccccc1	54.5	-0.59	-0.67
Cn1ncc(Cl)c1C(=O)N1CCCc2ccccc21	-32.4	0.22	-0.65

5 entries from above, sorted by their value in INS promoter inh, ascending.
SMILES	INS promoter inh	SDO1 yeast rescue	SDO1 yeast rescue Rescue 24 h
Cc1ccc(NC(=O)CSc2nc3ccccc3c3nc(CCc4c(C)n[nH]c4C)nn23)cc1F	-33.3	0.34	2.09
Cc1cccc(C)c1NC(=O)c1cc(S(=O)(=O)N2CCOCC2)ccc1F	20.0	0.02	-0.96
COc1ccc(/C(N)=N/OC(=O)Cc2ccccc2OC)cc1	26.7	-1.31	-1.52
CCN(CC)CCCNC(=S)N(Cc1cccnc1)Cc1cc2cc(C)cc(C)c2[nH]c1=O	55.6	·	·
CC(C)Oc1ccc(C(CC(=O)O)NC(=O)C(Sc2ccccc2)c2ccccc2)cc1 (stereo not given)	63.6	·	·

Back to the main list, starting 4 compounds before the break.
SMILES	INS promoter inh	SDO1 yeast rescue	SDO1 yeast rescue Rescue 24 h
Fc1ccccc1N1CCN(Cc2nc(-c3ccccc3)no2)CC1	20.9	-1.03	-1.27
O=C(O)CCCn1c(=S)[nH]c2c(sc3ccc([N+](=O)[O-])cc32)c1=O	-66.7	·	·
S=C(N=Nc1ccccc1)NNc1ccccc1	54.5	-0.59	-0.67
Cn1ncc(Cl)c1C(=O)N1CCCc2ccccc21	-32.4	0.22	-0.65
Cc1ccc2[nH]c(C)c(CCNC(=O)c3c(N)no[n+]3[O-])c2c1	17.6	·	·
COc1ccc(C)cc1NC(=O)COC(C)=O	-15.2	-0.03	0.27
COc1cc(/C=N/NC(=O)c2ccc(O)cc2)ccc1Oc1ccc([N+](=O)[O-])cn1	·	1.44	1.55
CC(C)NS(=O)(=O)c1ccc(OCC(=O)NCC2CCCO2)c(Cl)c1 (stereo not given)	15.5	0.47	-0.05
C/C(=N/NC(=O)c1ccc(Br)o1)c1ccc(C)o1	·	0.06	-0.03
